bub3 – NCI yeast anticancer drug screen, S. cerevisiae bub3 mutant strain | growth inhibition, % at 50 µM | hit rate 9.9% among 78,000;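 further: 0% = growth of vehicle-only cultures of the same strain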
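Compounds were applied to a genetically altered yeast strain carrying a cell-cycle control defect. Growth inhibition was scored against vehicle-treated controls.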
yeast mlh1 rad18 – NCI yeast anticancer drug screen, S. cerevisiae mlh1 rad18 strain. growth inhibition, % at 50 µM. hit rate 11% among 79,000;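 further: 0% = growth of vehicle-only cultures of the same strain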
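Read-out is yeast growth inhibition, calculated against vehicle-only controls. The compound was applied to a strain engineered with DNA damage repair alterations.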
mec2-1 – NCI yeast anticancer drug screen, S. cerevisiae mec2-1 strain; % growth inhibition at 50 µM; hit rate 9% among 79,000; AID 157;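 further: 0% = growth of vehicle-only cultures of the same strain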
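Yeast mec2-1 mutant treated with compound. Readout: growth inhibition vs vehicle controls.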
yeast cln2 rad14 – NCI yeast anticancer drug screen, S. cerevisiae cln2 rad14 strain. % growth inhibition at 50 µM. hit rate 8.3% among 78,000. AID 165;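 further: 0% = growth of vehicle-only cultures of the same strain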
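Compounds are applied to the cln2 rad14 yeast strain, and growth is then compared with that of vehicle-treated cultures to give inhibition.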
sgs1 mgt1 – NCI yeast anticancer drug screen, S. cerevisiae sgs1 mgt1 strain | growth inhibition, % at 50 µM | hit rate 10% among 78,000;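 further: 0% = growth of vehicle-only cultures of the same strain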
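Compounds are added to genetically altered yeast, and growth is compared with cultures given vehicle alone to give percent inhibition.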
yeast rad50 – NCI yeast anticancer drug screen, S. cerevisiae rad50 strain; % growth inhibition at 50 µM; hit rate 10% among 79,000;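 further: 0% = growth of vehicle-only cultures of the same strain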
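Growth of the mutant yeast was measured after compound exposure and referenced to vehicle-treated cultures.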
Numbers without * were called inactive; & = joins results of further samples. No stated cut-off is given here; in the data, active means growth inhibition above about 70%; inactive means the rest.

Letter code: A = bub3; B = yeast mlh1 rad18; C = mec2-1; D = yeast cln2 rad14; E = sgs1 mgt1; F = yeast rad50
compound: CCC[CH2][Sn]1([CH2]CCC)[O]C(=O)c2cc(C)ccc2[O]1
  A = 91*	B = 89*	C = 91*	D = 89*	E = 92*	F = 89*
compound: CC[C@@]1(O)C[C@H](OC2CC(N(C)C)C(O)C(C)O2)c2c(O)c3c(c(O)c2[C@H]1OC1CC(N(C)C)C(O)C(C)O1)C(=O)c1cccc(O)c1C3=O (stereo partly drawn)
  A = 83*	B = 85*	C = 85*	D = 76*	E = 88*	F = 83*
compound: c1cc[c]([Pb]([c]2ccccc2)[c]2ccccc2)cc1.c1cc[c]([Pb]([c]2ccccc2)[c]2ccccc2)cc1
  A = 99*	B = 99*	C = 100*	D = 99*	E = 100*	F = 99*
compound: CC(=O)C(I)C(C)=O.[Cr]
  A = 14	B = 5	C = -19	D = 16	E = 9	F = 2
compound: Oc1ccc(O)c(Br)c1
  A = -5	B = 29	C = 6	D = -21	E = 28	F = 19
compound: CC(=O)O[C@]1(C)OC(=O)[C@@H](C)N1[N+](=O)[O-]
  A = 0	B = 0	C = 13	D = -17	E = -9	F = 2
compound: CC(C)=CCC/C(C)=C/CC/C(C)=C/Cc1c(O)c2ccccc2oc1=O
  A = 88*	B = 89*	C = 92*	D = 89*	E = 90*	F = 89*
compound: O=[As]c1ccc(C(=O)O)cc1 (stereo not drawn)
  A = -7	B = 23	C = -9	D = 19	E = 0	F = 11
compound: COc1cc(C2c3cc4c(cc3OC(C)(O)C2C(C)=O)OCO4)cc(OC)c1OC (stereo not drawn)
  A = -1	B = -7	C = 0	D = -19	E = 4	F = -10
compound: S=C(SSC(=S)N1CCCCC1)N1CCCCC1
  A = 4&10	B = 13&55	C = 5&14	D = 20&25	E = 13&18	F = 17&9
compound: CC1=CC=NC(Cl)(Cl)N1
  A = -1	B = 20	C = -10	D = 14	E = -16	F = 19
compound: O=C1C2CCN(CC2)C1Cn1cnc2c(Cl)ncnc21 (stereo not drawn)
  A = -3	B = -1	C = 4	D = -1	E = -4	F = -4
compound: CC1CC(O)C(=O)C(O[C@@H]2C[C@@H]3CC[C@@H]4[C@H](CC[C@]5(C)C(C6=CC(=O)OC6)CC[C@]45O)[C@@]3(C=O)C[C@H]2O)O1 (stereo partly drawn)
  A = -13	B = -43	C = 8	D = -3	E = -8	F = 8
compound: Nc1ccc(C(=O)Nc2ccc([As](=O)(O)O)cc2)cc1
  A = 5	B = 24	C = 11	D = -17	E = 8	F = 4
compound: O=C(O)C(O)(Cl)c1cccs1 (stereo not drawn)
  A = -7	B = 15	C = -3	D = -17	E = -5	F = 0

Further structures follow.
Letter code: A = bub3; B = yeast mlh1 rad18; C = mec2-1; D = yeast cln2 rad14; E = sgs1 mgt1; F = yeast rad50
compound: c1ncc2n[pH]nc2n1 (stereo not drawn)
  A = -21	B = 24	C = -9	D = -8	E = -8	F = -53
compound: CCCCN(CCCC)C(=O)C1C=C2c3cccc4[nH]cc(c34)CC2N(C)C1 (stereo not drawn)
  A = 7	B = 37	C = -1	D = -13	E = -11	F = -1
compound: CC(C)CCC1(CCSC(=O)S)C(=O)NC(=O)NC1=O
  A = 20	B = 31	C = 8	D = -37	E = 26	F = 85*
compound: CN(C)CCC(C(=O)C(Br)Br)(c1ccccc1)c1ccccc1
  A = 100*	B = 99*	C = 99*	D = 99*	E = 97*	F = 99*
compound: CN(C)c1ccc(/C=C/C=C\C2=CC(=C\C=C/C=C3C=CC(=[N+](C)C)C=C3)/Sc3ccccc32)cc1
  A = -27	B = -55	C = -46	D = -30	E = -64	F = -36
compound: CNC(=O)Oc1cccc2c1C(=O)OC2=O
  A = 2	B = 7	C = 4	D = -25	E = -7	F = -3
compound: Cc1ccc(S(=O)ON2CCC(C(=O)O)(c3ccccc3)CC2)cc1 (stereo not drawn)
  A = -42	B = -25	C = -24	D = -22	E = -40	F = 12
compound: O=C(Nc1ccccc1Cl)Oc1c(Cl)cc(S(=O)(=O)F)cc1Cl
  A = -2	B = 44	C = 34	D = 33	E = 34	F = 20
compound: CCOC(=O)C1C(=O)C(C(=O)OCC)C2c3ccccc3-c3ccccc3C1N2C (stereo not drawn)
  A = 9	B = 16	C = 7	D = -7	E = 35	F = 30
compound: Oc1ccc2ccccc2c1N=Nc1ccccc1
  A = -18&1	B = 2&3	C = -19&-6	D = -10&-22	E = -8&-13	F = 10&-11
compound: FC(F)(F)C1(C(F)(F)F)O[Te]2(OC1(C(F)(F)F)C(F)(F)F)OC(C(F)(F)F)(C(F)(F)F)C(C(F)(F)F)(C(F)(F)F)O2
  A = 89*	B = 92*	C = 96*	D = 90*	E = 95*	F = 64
compound: COC(=N)N(C)/N=C/c1ccccc1
  A = 3	B = 29	C = 14	D = 4	E = 14	F = -1
compound: CC(=O)Nc1ccc([As](O[As](c2ccc(NC(C)=O)cc2)c2ccc([N+](=O)[O-])cc2)c2ccc([N+](=O)[O-])cc2)cc1 (stereo not drawn)
  A = 99*	B = 99*	C = 100*	D = 99*	E = 99*	F = 99*
compound: O=C1NC(=O)C(CCC(=O)c2cccc3ccccc23)C(=O)N1
  A = -13	B = -31	C = -1	D = 3	E = -18	F = -15
compound: O=CNc1ccccc1.[Hg]
  A = 99*	B = 99*	C = 100*	D = 99*	E = 99*	F = 100*

Further results follow.
Values in the order – bub3, yeast mlh1 rad18, mec2-1, yeast cln2 rad14, sgs1 mgt1, yeast rad50
> O=P(O)(O)C(O)c1ccncc1 (stereo not drawn)
    -23, -22, -15, -23, -16, -28
> C=CC(=O)N(CC)CC
    -3, 0, -1, -2, -2, -1
> N#CC1OC1c1cccnc1 (stereo not drawn)
    29, -16, -1, 21, -4, 4
> COCCOCCOC(=O)C1C(C=C(C)C)C1(C)C (stereo not drawn)
    -3, 4, 5, 6, 6, 7
> ClCC1=CCN2CCC(Cl)C12 (stereo not drawn)
    9, 1, -12, -52, -5, 2
> C[C@]12Cc3cnc(-c4ccccc4)nc3C[C@@H]1CC[C@@H]1[C@@H]2CC[C@@]2(C)[C@H]1CC[C@]2(C)O
    39, 20, 25, 10, 13, 24
> CC1(C)CN1C1=C(Cl)C(=O)C(N2CC2(C)C)=C(Cl)C1=O
    -5, 6, -1, -16, 0, -11
> CC(C)(C)C1=C(Br)C(OC(=O)C(F)(F)F)(C(C)(C)C)OP1(=O)c1ccccc1 (stereo not drawn)
    -10, -7, 12, 31, -23, 2
> CCC(Br)(CC)C(N)=O
    -28, -28, -5, -90, -26, -34
> O=C1NC(=O)C(=Cc2ccc3c(c2)OCO3)C(=O)N1
    -17, -15, -17, 12, -13, -15

The listing continues.
Values in the order – bub3, yeast mlh1 rad18, mec2-1, yeast cln2 rad14, sgs1 mgt1, yeast rad50
> CC(=O)O[C@H]1C(=O)[C@@]2(C)[C@H]([C@H](OC(=O)c3ccccc3)[C@@]3(O)C[C@H](O)C(C)=C1C3(C)C)[C@]1(OC(C)=O)CO[C@@H]1C[C@@H]2O
    12, 0, -11, 8, 6, 8
> CN1CCC2(CC1)C(C#N)C(=O)NC(=O)C2C#N (stereo not drawn)
    9, 8, 3, 23, 12, 20
> CC1C2Cc3ccc(O)cc3C1(C)CCN2C (stereo not drawn)
    35, 16, 30, 18, 31, 37
> CO[C@@]12[C@@H]3N[C@@H]3CN1C1=C(C(=O)C(Nc3ccc(O)cc3C)=C(C)C1=O)[C@@H]2COC(N)=O
    -15, 71*, 29, 44, 20, 61
> C/C(=C\c1ccccc1)[N+](=O)[O-]
    94*, 99*, 93*, 47, 92*, 99*
> CN1CCC2(CC1)c1ccccc1-c1ccccc12
    -13, -39, -21, -25, -3, -8
> CC1=C[n+]2cc(C)ccc2Sc2c1ccc1ccccc21
    67, 79*, 75*, 29, 81*, 64
> C[C@@]12CCC(=O)C=C1CC[C@H]1C2CC[C@]2(C)C1CC[C@H]2OC(=O)O (stereo partly drawn)
    4, -26, -3, -17, 10, -12
> c1ccc2c(CCN3CCCCC3)c[nH]c2c1
    -5, 18, 0, -17, -12, -31
> O=C(c1ccccc1)c1c(CC(O)c2ccccc2)n(C(=O)c2ccccc2)c2ccccc12 (stereo not drawn)
    -23, -14, -20, -67, -14, 11

The list continues:
Values in the order – bub3, yeast mlh1 rad18, mec2-1, yeast cln2 rad14, sgs1 mgt1, yeast rad50
> COc1cc(C2c3cc4c(cc3[C@@H](Nc3ccc([N+](=O)[O-])cc3)C3COC(=O)[C@H]23)OCO4)cc(OC)c1O (stereo partly drawn)
    87*, 88*, 91*, 87*, 88*, 84*
> ClCCN(CCCl)c1ccc(-c2csc(Cc3ccccc3)n2)cc1
    -4, -20, -7, -20, -3, -2
> [Mn+3].[O-][Cl+3]([O-])([O-])O.[O-]c1ccccc1C=NCCN1CC1.[O-]c1ccccc1C=NCCN1CC1
    99*, 84*, 99*, 87*, 94*, 96*
> CCC1(CC)C(=O)NC(=NCCCC(N)C(=O)O)NC1=O (stereo not drawn)
    24, 7, -3, 11, 8, 9
> O=C1C(=O)c2ccccc2C(O)=C1C(C1=C(O)c2ccccc2C(=O)C1=O)c1ccc(N(CCCl)CCCl)cc1
    10, 43, 29, 38, 69, 42
> N/N=C(\N)c1nn[nH]n1
    13, -12, -12, -6, -13, -10
> Cc1c[nH]cn1.Cc1c[nH]cn1.Cc1c[nH]cn1.Cc1c[nH]cn1.Cc1c[nH]cn1.Cc1c[nH]cn1.N#CS.[Mn+2]
    4, 5, 4, -5, 4, 6
> CCOC(=S)SCCC1(CC)C(=O)NC(=O)NC1=O
    -8, -1, -1, -32, 0, 0
> [C](#Cc1ccccc1)[Hg][C]#Cc1ccccc1
    98*, 99*, 99*, 85*, 99*, 99*
> C[C@]12C=CC(=O)C=C1CC[C@@H]1[C@@H]2[C@H](O)C[C@]2(C)C(=O)CC[C@@H]12
    29, -8, -10, -23, 1, -7

Part of the list above, with tabs.
structure	bub3	yeast mlh1 rad18	mec2-1	yeast cln2 rad14	sgs1 mgt1	yeast rad50
CN1CCC2(CC1)c1ccccc1-c1ccccc12	-13	-39	-21	-25	-3	-8
CC1=C[n+]2cc(C)ccc2Sc2c1ccc1ccccc21	67	79*	75*	29	81*	64
C[C@@]12CCC(=O)C=C1CC[C@H]1C2CC[C@]2(C)C1CC[C@H]2OC(=O)O (stereo partly drawn)	4	-26	-3	-17	10	-12
c1ccc2c(CCN3CCCCC3)c[nH]c2c1	-5	18	0	-17	-12	-31
O=C(c1ccccc1)c1c(CC(O)c2ccccc2)n(C(=O)c2ccccc2)c2ccccc12 (stereo not drawn)	-23	-14	-20	-67	-14	11
COc1cc(C2c3cc4c(cc3[C@@H](Nc3ccc([N+](=O)[O-])cc3)C3COC(=O)[C@H]23)OCO4)cc(OC)c1O (stereo partly drawn)	87*	88*	91*	87*	88*	84*
ClCCN(CCCl)c1ccc(-c2csc(Cc3ccccc3)n2)cc1	-4	-20	-7	-20	-3	-2
[Mn+3].[O-][Cl+3]([O-])([O-])O.[O-]c1ccccc1C=NCCN1CC1.[O-]c1ccccc1C=NCCN1CC1	99*	84*	99*	87*	94*	96*
CCC1(CC)C(=O)NC(=NCCCC(N)C(=O)O)NC1=O (stereo not drawn)	24	7	-3	11	8	9
O=C1C(=O)c2ccccc2C(O)=C1C(C1=C(O)c2ccccc2C(=O)C1=O)c1ccc(N(CCCl)CCCl)cc1	10	43	29	38	69	42
N/N=C(\N)c1nn[nH]n1	13	-12	-12	-6	-13	-10
Cc1c[nH]cn1.Cc1c[nH]cn1.Cc1c[nH]cn1.Cc1c[nH]cn1.Cc1c[nH]cn1.Cc1c[nH]cn1.N#CS.[Mn+2]	4	5	4	-5	4	6
CCOC(=S)SCCC1(CC)C(=O)NC(=O)NC1=O	-8	-1	-1	-32	0	0
[C](#Cc1ccccc1)[Hg][C]#Cc1ccccc1	98*	99*	99*	85*	99*	99*
C[C@]12C=CC(=O)C=C1CC[C@@H]1[C@@H]2[C@H](O)C[C@]2(C)C(=O)CC[C@@H]12	29	-8	-10	-23	1	-7

Further entries follow:
Values in the order – bub3, yeast mlh1 rad18, mec2-1, yeast cln2 rad14, sgs1 mgt1, yeast rad50
> Cc1cc[n+](C2=C(Nc3cccc(C(F)(F)F)c3)C(=O)c3ccccc3C2=O)cc1
    47, 62, 68, 46, 62, 87*
> CC(C)(C)c1cc(C#N)cc(Br)c1OP(=O)(Oc1c(Br)cc(C#N)cc1C(C)(C)C)c1ccccc1
    -24, -18, -8, -3, -29, -10
> COc1cc(C2c3[nH]c4ccccc4c3[C@@H](Nc3ccc(F)cc3)[C@H]3COC(=O)N23)cc(OC)c1O (stereo partly drawn)
    -11, 1, 8, -20, 2, 60
> CCOP(=S)(OCC)N(C)C(=O)Oc1cccc2ccccc12
    21, 37, 0, 3, 19, 20

This is a subset; count on the stated rates, not on these rows.
